Assay outcomes as filed in PubChem.
ATG4B inhibitor = inhibitors of human ATG4B cysteine protease | AID 504462 | 340,000 tested, 0.51% active | inhibition, % at 8.33 µM | Q9Y4P1 | ATG4B cleavage of LC3-PLA2, NBD-HPC fluorescence, 1 h; in the data active = inhibition above about 40%
PfGluPho inh = PfG6PD (Plasmodium falciparum) enzyme inhibition. AID 504690. PfGluPho enzyme, NADPH resazurin-diaphorase fluorescence. inhibition, % at 20 µM. 350,000 tested, 0.78% active;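 active = inhibition reaching at least a set limit at 20 µM in the primary screen, cut at about 59% in these data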;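 also: 0% = DMSO wells with substrate and 100% = DMSO wells lacking glucose-6-phosphate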
SENP1 FRET inh = SENP1 (human) catalytic domain inhibition | Q9P0U3 | recombinant SENP1 catalytic domain, CyPet-SUMO1-YPet FRET cleavage | inhibition, % at 10 µM | 360,000 tested, 0.21% active;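 active = inhibition at least 30% at 10 µM, raw YFP signal under a set limit, fluorescence ratio 0.5 to 1.5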;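 also: 0% = enzyme with DMSO and 100% = no enzyme wells; some results filed as inactive read as strong as hits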
Target sequence (Q9P0U3 419-644 limits assumed): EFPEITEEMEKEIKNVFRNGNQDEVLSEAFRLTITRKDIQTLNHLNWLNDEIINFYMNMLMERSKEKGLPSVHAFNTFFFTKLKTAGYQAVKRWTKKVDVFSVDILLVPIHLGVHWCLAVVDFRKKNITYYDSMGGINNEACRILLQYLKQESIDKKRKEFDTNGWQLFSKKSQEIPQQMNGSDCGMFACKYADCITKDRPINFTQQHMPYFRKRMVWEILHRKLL
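system = hSENP1 catalytic domain, recombinant | reagent = SFCypet-SUMO1-SFYpet substrate at 25 nM | doses = one dose per compound, 10 µM, 0.5% DMSO | incubation = enzyme reaction for 50 min at room temperature, dark | measured by = FRET, CFP and YFP emission | controls = no-enzyme low, enzyme-DMSO high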
NR3A LBD binder = NR3A (human) ligand-binding domain modulation. 340,000 tested, 2.5% active. Tm shift relative to glycine control, % at 25 µM. AID 1259313. NR3A LBD differential scanning fluorimetry, Tm shift; 0% = protein alone, 100% = glycine-bound protein;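 active = melting temperature shift of at least 10% of the positive control shift, at one fixed dose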
hIAP activ = human IAP activation; P09923; purified human IAP, CDP-Star luminescence, 30 min; hits give high values; 1 = vehicle-only enzyme, 0 = enzyme-free background; activation factor at 10 µM; 330,000 tested, 0.16% active; AID 2524;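 active = activation factor of the enzyme at least 2-fold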; also: the source names both 10 and 20 µM as test concentration; values of inactives mirror those of a sister screen read the other way
MPTP block = permeability transition pore inhibition; isolated mouse mitochondria, Ca2+ swelling absorbance, 30 min; inhibition, % at 10 µM; 360,000 tested, 1.4% active; AID 602449;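 active = inhibition of 50% or more, scaled per plate between neutral and stimulator controls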;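 also: 0% = DMSO wells given calcium and 100% = 1 mM EGTA wells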
SENP6 inh = blocks the human protease SENP6; Q9GZR1; Recombinant SENP6 catalytic domain, aminoluciferin luminescence; inhibition, % at 10 µM; 330,000 tested, 1.8% active; AID 2599;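 active = inhibition above about 50% at the single tested dose, limit read from the data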;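 also: plate controls were DMSO wells with enzyme for no effect and DMSO wells lacking enzyme for full effect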
Target sequence (Q9GZR1 628-1112 limits assumed): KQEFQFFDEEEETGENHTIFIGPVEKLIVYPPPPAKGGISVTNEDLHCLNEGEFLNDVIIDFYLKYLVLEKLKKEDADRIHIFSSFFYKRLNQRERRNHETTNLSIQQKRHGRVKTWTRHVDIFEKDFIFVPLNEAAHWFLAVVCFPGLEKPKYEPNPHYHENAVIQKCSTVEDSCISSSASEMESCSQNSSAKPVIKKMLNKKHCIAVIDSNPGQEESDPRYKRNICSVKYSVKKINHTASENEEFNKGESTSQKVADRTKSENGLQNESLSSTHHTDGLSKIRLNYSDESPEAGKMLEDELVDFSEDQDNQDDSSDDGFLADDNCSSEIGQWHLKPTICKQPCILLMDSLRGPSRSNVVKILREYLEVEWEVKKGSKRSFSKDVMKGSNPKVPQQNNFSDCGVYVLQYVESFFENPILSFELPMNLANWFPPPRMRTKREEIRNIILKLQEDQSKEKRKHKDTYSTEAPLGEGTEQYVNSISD
SENP8 inh = SENP8 (human) protease inhibition | Q96LD8 | recombinant SENP8, Nedd8 substrate fluorescence | inhibition, % at 20 µM | 360,000 tested, 0.64% active | AID 602440; in the data active = inhibition mostly above about 40%, no sharp cut-off; inactive = mostly below about 27%
Target sequence (Q96LD8 whole entry, looked up): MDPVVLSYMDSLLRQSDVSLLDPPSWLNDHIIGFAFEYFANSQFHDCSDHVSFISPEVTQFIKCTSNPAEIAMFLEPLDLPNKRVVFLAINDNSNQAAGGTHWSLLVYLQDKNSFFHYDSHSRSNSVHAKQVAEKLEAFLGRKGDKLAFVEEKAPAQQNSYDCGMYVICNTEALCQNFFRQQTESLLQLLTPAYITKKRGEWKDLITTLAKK
Active calls of the source: *.

`CC1CN(C(=O)COC(=O)Cc2c(Cl)cccc2Cl)CC(C)O1` (stereo not drawn) gave ATG4B inhibitor 0, PfGluPho inh -1, SENP1 FRET inh 0, NR3A LBD binder -7, hIAP activ 1.1, MPTP block -2.5, SENP6 inh -5 and SENP8 inh 2.
For CN(C)S(=O)(=O)c1cc(NC(=O)COC(=O)Cc2ccc(Cl)cc2Cl)ccc1Cl the results were ATG4B inhibitor -9, PfGluPho inh 8, SENP1 FRET inh 2, NR3A LBD binder 2, hIAP activ 0.93, MPTP block 3.0, SENP6 inh -3 and SENP8 inh 12.
`Cc1nonc1OCCNCc1c(C(=O)N2CCCCCCC2)nc2ccc(Cl)cn12` gave ATG4B inhibitor 14, PfGluPho inh -12, SENP1 FRET inh -12, NR3A LBD binder 3, hIAP activ 1, MPTP block 4.2, SENP6 inh 1 and SENP8 inh -34.
COc1ccccc1N1CCN(Cc2nc3ccsc3c(=O)[nH]2)CC1 was read as ATG4B inhibitor -9, PfGluPho inh 3, SENP1 FRET inh 0, NR3A LBD binder -4, hIAP activ 0.9, MPTP block -1.0, SENP6 inh -13 and SENP8 inh 16.
Screening COc1cccc(Nc2nc(-c3sc(N)nc3C)cs2)c1 returned ATG4B inhibitor 2, PfGluPho inh 23, SENP1 FRET inh -14, NR3A LBD binder -2, hIAP activ 1, MPTP block -2.5, SENP6 inh 11 and SENP8 inh 10.
Screening COc1ccccc1C(=O)NCCC(=O)NC(C)CCc1ccccc1 (stereo not drawn) returned ATG4B inhibitor 3, PfGluPho inh -8, SENP1 FRET inh 2, NR3A LBD binder 0, hIAP activ 0.97, MPTP block -0.3, SENP6 inh -4 and SENP8 inh 12.
Fc1cccc2sc(N3CCCCC3)nc12 was read as ATG4B inhibitor 6, PfGluPho inh -11, SENP1 FRET inh -1, NR3A LBD binder 0, hIAP activ 1.1, MPTP block 2.1, SENP6 inh 59* and SENP8 inh 1.
`CN1CCN(S(=O)(=O)c2ccc3[nH]c(=O)oc3c2)CC1` gave ATG4B inhibitor 2, PfGluPho inh -19, SENP1 FRET inh 0, NR3A LBD binder -1, hIAP activ 0.86, MPTP block -11, SENP6 inh 9 and SENP8 inh 3.
`CCOC(=O)c1cnc(SCC(=O)N2CCN(C(=O)c3ccco3)CC2)nc1N` gave ATG4B inhibitor -1, PfGluPho inh 0, SENP1 FRET inh -2, NR3A LBD binder 0, hIAP activ 0.96, MPTP block 1.1, SENP6 inh 7 and SENP8 inh 13.
Screening COC(=O)c1ccc2c(c1)C(C)(C)C(/C=C/c1ccccc1O)=[N+]2C returned ATG4B inhibitor 8, PfGluPho inh 14, SENP1 FRET inh -2, NR3A LBD binder 2, hIAP activ 0.95, MPTP block 75*, SENP6 inh 7 and SENP8 inh -278.
O=C(COC(=O)CCCNC(=O)c1ccc(Cl)cc1)Nc1ccc(Br)cc1 was read as ATG4B inhibitor 7, PfGluPho inh -8, SENP1 FRET inh 2, NR3A LBD binder -3, hIAP activ 1.2, MPTP block -0.4, SENP6 inh -18 and SENP8 inh 15.
For O=C(COc1cccnc1[N+](=O)[O-])Nc1ccc(N2CCOCC2)cc1 the results were ATG4B inhibitor -8, PfGluPho inh -2, SENP1 FRET inh 1, NR3A LBD binder -1, hIAP activ 1.2, MPTP block 1.0, SENP6 inh -1 and SENP8 inh 14.
`O=C(NC1CCN(S(=O)(=O)c2cccc([N+](=O)[O-])c2)CC1)C1CCCCC1` gave ATG4B inhibitor -4, PfGluPho inh -7, SENP1 FRET inh 0, NR3A LBD binder -1, hIAP activ 1, MPTP block -0.4, SENP6 inh -19 and SENP8 inh 4.
For CSc1ccc(CN(C)C(=O)c2ccc(S(=O)(=O)Nc3ccccc3)cc2)cc1 the results were ATG4B inhibitor -4, PfGluPho inh -11, SENP1 FRET inh 0, NR3A LBD binder -6, hIAP activ 1.1, MPTP block 0.2, SENP6 inh -16 and SENP8 inh 8.
Screening O=C1c2cccc(Sc3ccccc3)c2C(=O)c2c(Sc3ccccc3)cccc21 returned ATG4B inhibitor -3, PfGluPho inh 15, SENP1 FRET inh 2, NR3A LBD binder 5, hIAP activ 0.96, MPTP block -0.3, SENP6 inh 10 and SENP8 inh 52*.
Screening CC(C)C(=O)OCCN=C1NS(=O)(=O)c2ccccc21 returned ATG4B inhibitor -4, PfGluPho inh 2, SENP1 FRET inh 1, NR3A LBD binder -1, hIAP activ 0.92, MPTP block -0.7, SENP6 inh -2 and SENP8 inh 8.
Screening O=C(NC1CCCCC1)c1ccc(S(=O)(=O)N2CCCCC2)cc1 returned ATG4B inhibitor -9, PfGluPho inh -8, SENP1 FRET inh 2, NR3A LBD binder 0, hIAP activ 1, MPTP block -0.1, SENP6 inh -6 and SENP8 inh 23.
Screening COc1ccccc1C(=O)NC(CCSC)C(=O)Nc1ccc(C)c(S(=O)(=O)N2CCOCC2)c1 (stereo not drawn) returned ATG4B inhibitor -12, PfGluPho inh 9, SENP1 FRET inh 4, NR3A LBD binder 0, hIAP activ 1, MPTP block -2.6, SENP6 inh -2 and SENP8 inh 6.
`O=C(NC1CCC(CC2CCC(NC(=O)C(Cl)Cl)CC2)CC1)C(Cl)Cl` (stereo not drawn) gave ATG4B inhibitor 2, PfGluPho inh -3, SENP1 FRET inh -2, NR3A LBD binder -3, hIAP activ 1.1, MPTP block 0.9, SENP6 inh 3 and SENP8 inh 4.
`O=S(=O)(NC1CC(NS(=O)(=O)OCC(Cl)(Cl)Cl)C2CCCCC12)OCC(Cl)(Cl)Cl` (stereo not drawn) gave ATG4B inhibitor 3, PfGluPho inh 9, SENP1 FRET inh 1, NR3A LBD binder 9, hIAP activ 1.3, MPTP block 70*, SENP6 inh -5 and SENP8 inh 6.

3 structures already listed, ordered by formula weight, descending:
`Cc1nonc1OCCNCc1c(C(=O)N2CCCCCCC2)nc2ccc(Cl)cn12` gave ATG4B inhibitor 14, PfGluPho inh -12, SENP1 FRET inh -12, NR3A LBD binder 3, hIAP activ 1, MPTP block 4.2, SENP6 inh 1 and SENP8 inh -34.
Screening COc1cccc(Nc2nc(-c3sc(N)nc3C)cs2)c1 returned ATG4B inhibitor 2, PfGluPho inh 23, SENP1 FRET inh -14, NR3A LBD binder -2, hIAP activ 1, MPTP block -2.5, SENP6 inh 11 and SENP8 inh 10.
Fc1cccc2sc(N3CCCCC3)nc12 was read as ATG4B inhibitor 6, PfGluPho inh -11, SENP1 FRET inh -1, NR3A LBD binder 0, hIAP activ 1.1, MPTP block 2.1, SENP6 inh 59* and SENP8 inh 1.

Other results.
Cc1cccc(NC(=O)CSc2ncnc3sc(C)cc23)c1 was read as ATG4B inhibitor -7, PfGluPho inh 0, SENP1 FRET inh 1, NR3A LBD binder -12, hIAP activ 0.85, MPTP block 0.8, SENP6 inh -20 and SENP8 inh 15.
COc1ccc(C(=O)N2CCN(c3ccccn3)CC2)cc1 was read as ATG4B inhibitor -6, PfGluPho inh -7, SENP1 FRET inh 0, NR3A LBD binder 0, hIAP activ 1.1, MPTP block -0.1, SENP6 inh 3 and SENP8 inh 14.
Screening O=C(/C=C/c1ccc(F)cc1)N1CCN(c2ccccn2)CC1 returned ATG4B inhibitor 0, PfGluPho inh 7, SENP1 FRET inh 2, NR3A LBD binder -1, hIAP activ 1, MPTP block 0.0, SENP6 inh 11 and SENP8 inh 13.
`Cc1nnc(-c2ccc(Cl)cc2)[nH]c1=O` gave ATG4B inhibitor 0, PfGluPho inh 12, SENP1 FRET inh 0, NR3A LBD binder 1, hIAP activ 1.1, MPTP block -1.0, SENP6 inh -13 and SENP8 inh 3.
Cc1ccc(-c2cc3nc(-c4ccccc4)cc(N4CCC5(CC4)OCCO5)n3n2)cc1 was read as ATG4B inhibitor -4, PfGluPho inh -3, SENP1 FRET inh -14, NR3A LBD binder -3, hIAP activ 0.91, MPTP block 3.7, SENP6 inh -9 and SENP8 inh inactive.
Oc1ccccc1/C=N/n1c(-c2ccccc2)n[nH]c1=S was read as ATG4B inhibitor 0, PfGluPho inh 28, SENP1 FRET inh -11, NR3A LBD binder -2, hIAP activ 1, MPTP block 1.8, SENP6 inh 16 and SENP8 inh 2.
CCNc1nc(NCC)nc(OCC(=O)O)n1 was read as ATG4B inhibitor -3, PfGluPho inh -13, SENP1 FRET inh 0, NR3A LBD binder -1, hIAP activ 0.93, MPTP block 0.2, SENP6 inh -15 and SENP8 inh 46*.
Cc1c(Cc2ccccc2)c(=O)[nH]c(=O)n1C was read as ATG4B inhibitor 2, PfGluPho inh -4, SENP1 FRET inh 2, NR3A LBD binder -2, MPTP block -1.7 and SENP8 inh 11.
C/C(=N\NC(=O)c1nnn(-c2nonc2N)c1C)c1ccc(OCc2ccccc2)cc1 was read as ATG4B inhibitor -4, PfGluPho inh -13, SENP1 FRET inh 2, NR3A LBD binder -1, hIAP activ 1.1, MPTP block -2.2, SENP6 inh -8 and SENP8 inh 9.
For COc1ccc(NC(=O)C2=CN3CCS(=O)(=O)N=C3C=C2)c(OC)c1 the results were ATG4B inhibitor -3, PfGluPho inh 12, SENP1 FRET inh 2, NR3A LBD binder 1, hIAP activ 1, MPTP block -0.9, SENP6 inh 1 and SENP8 inh -16.
`N#CC12C(N)=NC3(OCCO3)C1(C#N)C1=C(CCC1)NC2c1ccccc1` (stereo not drawn) gave ATG4B inhibitor -16, PfGluPho inh -10, SENP1 FRET inh -47, NR3A LBD binder 0, hIAP activ 0.97, MPTP block 3.7, SENP6 inh 13 and SENP8 inh -493.
CCc1ccc(N(C(=O)c2ccco2)C(C(=O)NC2CCCC2)c2ccco2)cc1 (stereo not drawn) was read as ATG4B inhibitor -5, PfGluPho inh -8, SENP1 FRET inh -1, NR3A LBD binder -1, hIAP activ 1, MPTP block -0.3, SENP6 inh 4 and SENP8 inh 18.
Screening CCOc1ccc2[nH]c(=O)c(CN(CC3COCCO3)C(=O)C3CC3)cc2c1 (stereo not drawn) returned ATG4B inhibitor -2, PfGluPho inh -3, SENP1 FRET inh 0, NR3A LBD binder 0, hIAP activ 0.97, MPTP block -1.6, SENP6 inh -2 and SENP8 inh -480.
Screening CC1(C)Cc2c(C#N)c(NCCCO)nc(-c3ccccc3)c2CO1 returned ATG4B inhibitor -7, PfGluPho inh 0, SENP1 FRET inh -5, NR3A LBD binder 1, hIAP activ 1.3, MPTP block -1.5, SENP6 inh -9 and SENP8 inh -378.
Screening O=C(OCC(=O)N1CCCC1)c1c[nH]c2ccccc12 returned ATG4B inhibitor 1, PfGluPho inh 2, SENP1 FRET inh 0, NR3A LBD binder -1, hIAP activ 0.99, MPTP block -0.6, SENP6 inh 2 and SENP8 inh 1.
CC(C)(CNC(=S)NCCc1ccccc1)CNC(=S)NCCc1ccccc1 was read as ATG4B inhibitor 4, PfGluPho inh 28, SENP1 FRET inh -1, NR3A LBD binder 14*, MPTP block 80* and SENP8 inh 19.
`Cc1cn(C2CCCCC2)c(=O)[nH]c1=O` gave ATG4B inhibitor -5, PfGluPho inh -10, SENP1 FRET inh -1, NR3A LBD binder 2, MPTP block 0.7 and SENP8 inh 8.
Screening Cc1ccc(N2C(=O)C3CC(c4ccccc4)=C4C5C=CC(C6C(=O)N(c7ccc(C)cc7C)C(=O)C56)C4C3C2=O)c(C)c1 (stereo not drawn) returned ATG4B inhibitor -3, PfGluPho inh -4, SENP1 FRET inh -1, NR3A LBD binder -5, hIAP activ 1, MPTP block 1.0, SENP6 inh -19 and SENP8 inh 13.
CCN(CC(=O)Nc1c(F)cccc1F)C(=O)C1CCN(C(=O)c2ccc(Cl)cc2)CC1 was read as ATG4B inhibitor -1, PfGluPho inh -2, SENP1 FRET inh 2, NR3A LBD binder 1, hIAP activ 1.1, MPTP block -1.7, SENP6 inh -19 and SENP8 inh 0.
For CC(=O)C1=C(O)C(=O)N(c2cccnc2)C1c1ccc(Cl)cc1 (stereo not drawn) the results were ATG4B inhibitor -2, PfGluPho inh -14, SENP1 FRET inh -2, NR3A LBD binder 0, hIAP activ 0.91, MPTP block 1.2, SENP6 inh 16 and SENP8 inh -8.
